Compound activity deposited in PubChem by National Center for Advancing Translational Sciences (NCATS).
Vif-A3F inh: qHTS for Inhibitors of Vif-A3F Interactions: qHTS. HeLa A3F-eYFP + Vif (tagged APOBEC3F with the HIV-1 protein that degrades it), YFP fluorescence increase. AID 602313, 2012. Potency, µM (series often up to 46.1 µM), for the others: at the top dose activity, negative = active. actives 0.2% (n = 390,000); further: potency means the concentration at half of the fitted maximal effect; % of control where 0% means no effect; nearly all actives have a fitted effect of over 65% in size
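HeLa cells stably expressing Vif plus C-terminally eYFP-tagged A3F were seeded, incubated overnight at 37 deg C, dosed with compound, incubated overnight again at 37 deg C. Yellow fluorescence (Ex 488/Em 500-530) reported blocked Vif-mediated A3F-eYFP degradation.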
RGS4 inh: Inhibitors of Regulator of G Protein Signaling (RGS) 4: qHTS; Potency, µM (top dose mostly 114 µM), for the others: at the highest dose activity change, negative = inhibition, usual class: inhibitors; Regulator of G-protein signaling 4 (Homo sapiens), P49798; actives 0.039% (n = 390,000); Transcreener GDP fluorescence polarization, RGS4-accelerated GTP hydrolysis; further: potency means the concentration at half of the fitted maximal effect; on the % scale 0 is the no-effect control and ±100 the full control effect; nearly all actives have a fitted effect of over 75% in size; some results filed as inactive show a strong effect at the top dose
Target sequence (P49798 whole entry, looked up): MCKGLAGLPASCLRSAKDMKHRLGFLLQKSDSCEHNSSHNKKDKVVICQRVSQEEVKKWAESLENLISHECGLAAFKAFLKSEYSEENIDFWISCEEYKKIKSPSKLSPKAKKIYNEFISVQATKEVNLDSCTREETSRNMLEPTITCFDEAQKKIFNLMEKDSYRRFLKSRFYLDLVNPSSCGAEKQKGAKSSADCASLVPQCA
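MLSMR compounds (23 nl, pin-transferred) preincubated 10 min at room temperature with a 500nM (2x) first reagent, then RGS4 at 900nM (2x) plus Transcreener GDP mix added; fluorescence polarization (620/688 nm) read before and after 90 min at 30 °C.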
12-LOX inh: Primary qHTS assay for inhibitors of human arachidonate 12S-lipoxygenase (ALOX12): Round 2; Polyunsaturated fatty acid lipoxygenase ALOX12 (Homo sapiens), P18054; purified 12hLO, xylenol orange hydroperoxide absorbance; Potency, µM (highest dose often 108 µM), inactives show top-dose activity change, negative = inhibition, actives largely listed as inhibitors; actives 1.1% (n = 580,000); AID 1671190, 2021; further: potency means the concentration at half of the fitted maximal effect; on the % scale 0 is the no-effect control and ±100 the full control effect
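Hydroperoxide product was detected by ferrous iron/xylenol orange as the 573 to 405 nm absorbance ratio. Arachidonic acid at 40 uM (final) was turned over for 30 min at room temperature by 150 nM human 12hLO, pH 7.0 Hepes buffer, after 15 min compound preincubation.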
D2 antag: HTS Assay for Allosteric Antagonists of the Human D2 Dopamine Receptor: Primary Screen for Antagonists. D(2) dopamine receptor (Homo sapiens), P14416. HEK293 TREx D2 cells, calcium flux, dopamine EC80. inhibition, % at 10 µM. actives 2% (n = 340,000). AID 485344, 2010; in the data active means inhibition above about 30%; further: 0% is about no effect
Target sequence (P14416 whole entry, looked up): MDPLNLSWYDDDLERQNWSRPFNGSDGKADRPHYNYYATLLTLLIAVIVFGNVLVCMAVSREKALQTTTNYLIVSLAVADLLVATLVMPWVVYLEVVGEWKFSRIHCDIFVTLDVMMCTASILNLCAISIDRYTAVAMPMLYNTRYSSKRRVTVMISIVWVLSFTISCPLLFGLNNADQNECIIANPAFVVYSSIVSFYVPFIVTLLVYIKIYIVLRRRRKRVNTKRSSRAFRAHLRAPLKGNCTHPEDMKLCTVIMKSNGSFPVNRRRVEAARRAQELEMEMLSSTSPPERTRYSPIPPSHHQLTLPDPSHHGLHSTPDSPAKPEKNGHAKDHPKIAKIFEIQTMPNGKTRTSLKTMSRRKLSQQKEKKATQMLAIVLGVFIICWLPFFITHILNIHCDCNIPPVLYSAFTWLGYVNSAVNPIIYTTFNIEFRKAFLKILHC
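Dopamine at EC80 is the agonist stimulus; test compounds precede it by 180 s. Calcium flux read kinetically in a force-coupled, inducible HEK293 T-REx D2 cell line.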
ERG-DNA inh: qHTS for Small Molecule Inhibitors of the ERG Ets/DNA interaction | AID 624246, 2012 | actives 0.028% (n = 370,000) | Potency, µM (highest dose often 76.9 µM), inactives show at the highest dose FP activity, negative = inhibition, usual class: inhibitors | fluorescence polarization, His-ERG Ets domain / labelled DNA | Transcriptional regulator ERG (Homo sapiens), P11308; active means well fitted inhibition curve with a large enough effect in the polarisation, with a control signal flat; inconclusive means small, poorly fitted or top-dose-only effect, or effect the other way, or a change in a side signal; inactive means no such curve, though single readings can be large or run the other way; the % refers to the polarisation;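 further: polarization taken with two DNA probes labelled with fluorescein and Texas red; potency means the concentration at half of the fitted maximal effect; % of control where 0% means no effect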
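His-tagged ERG Ets domain (1 uM in the protein solution; 300mM KCl, 50mM Tris-HCl, 1mM EDTA, 1mM DTT, pH 7.5) received compound, then a probe mix of 5 nM fluorescein-DNA and 100nM Texas-615-DNA. Fluorescence polarization was read for both dyes.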
Vif-APOBEC3G blk: qHTS for Inhibitors of Vif-A3G Interactions: qHTS. actives 0.076% (n = 410,000). Potency, µM (titrated, usually from 46.1 µM), for the others: at the top dose activity, negative = active, hits mostly inhibitors. DNA dC->dU-editing enzyme APOBEC-3G (Homo sapiens), Q9HC16. HeLa A3G-eYFP + Vif (tagged APOBEC3G with the HIV-1 protein that degrades it), YFP fluorescence, overnight. AID 602310, 2012;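 further: potency means the concentration at half of the fitted maximal effect; on the % scale 0 is the no-effect control and ±100 the full control effect; nearly all actives have a fitted effect of over 60% in size; hits raise eYFP signal because A3G escapes Vif-driven loss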
Target sequence (Q9HC16 whole entry, looked up): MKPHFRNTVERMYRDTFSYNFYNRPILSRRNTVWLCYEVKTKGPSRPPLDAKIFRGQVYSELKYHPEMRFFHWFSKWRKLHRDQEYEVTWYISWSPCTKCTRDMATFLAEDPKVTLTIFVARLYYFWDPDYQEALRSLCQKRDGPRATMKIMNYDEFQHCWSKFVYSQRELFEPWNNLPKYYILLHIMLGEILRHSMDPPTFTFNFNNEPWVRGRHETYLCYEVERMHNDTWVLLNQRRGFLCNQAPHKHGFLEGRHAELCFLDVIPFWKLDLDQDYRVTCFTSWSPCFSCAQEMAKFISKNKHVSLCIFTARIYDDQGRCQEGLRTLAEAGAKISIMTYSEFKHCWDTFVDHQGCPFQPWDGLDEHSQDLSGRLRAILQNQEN
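Read-out is eYFP fluorescence (Ex 488/Em 500-530) from Vif-expressing HeLa A3G-eYFP cells; more signal means A3G escaped Vif-mediated degradation. Cells plated overnight, compound pinned in, incubated overnight at 37 deg C.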
LDHA block: qHTS assay for inhibitors of human lactate dehydrogenase; activity change, % (values are at about 110 or 230 µM); actives 0.15% (n = 480,000); purified LDHA, NADH/diaphorase-resazurin fluorescence; active compounds read low; L-lactate dehydrogenase A chain (Homo sapiens), P00338; in the data active means activity change below about -30%; inconclusive means mostly about -25% to -30%;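 further: plate controls were DMSO wells for no effect and wells without enzyme for full effect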
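LDH5 2 nM; NADH 0.06 mM, pyruvate 0.2 mM; 200 mM Tris pH 7.4, EDTA, Tween-20; 5 min RT. Detection: diaphorase 0.133 mg/mL + resazurin 37 µM, fluorescence ex540/em590 at 0 and 20 min; normalized to enzyme-free and DMSO wells.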
GRP78 ERSR act: qHTS for Inducers of the Endoplasmic Reticulum Stress Response (ERSR) in Human Glioma: qHTS; U87-MG GRP78 promoter luciferase reporter, 16 h; Potency, µM, for inactives: at the highest dose activation, most hits filed as activators; actives 0.02% (n = 420,000); AID 602332, 2012; further: potency means the concentration at half of the fitted maximal effect; series mostly up to about 76 µM; % of control where 0% means no effect; nearly all actives have a fitted effect of over 35% in size
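ERSR induction read as luciferase luminescence (Bright-Glo, 10 min at room temperature) in stably transfected human U87-MG glioma cells exposed to compounds for 16 h, using GRP78 as sensor.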
D2 agonist: HTS Assay for Allosteric Agonists of the Human D2 Dopamine Receptor: Primary Screen for Agonists. D(2) dopamine receptor (Homo sapiens), P14416. HEK293 T-REx D2 cells, calcium flux agonist mode. activation, % at 2 µM. actives 0.53% (n = 340,000);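 active means activation over 3 SD above normal in the single-dose calcium agonist read, cut at about 30% in these data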; further: 0% is about no effect
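Tetracycline-induced HEK293 T-REx cells with force-coupled D2 receptor, plated overnight at 30 C, loaded with no-wash calcium dye. After a 10 s baseline, compound was pin-added and calcium flux read kinetically for 180 s; calcium rises flagged agonists.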
The depositor's hits bear a star; i = inactive; ? = inconclusive; . = not tested or not shown; & = joins results of further samples; [ ] = another dose, or the depositor's remark. Unless noted, the call rests on the fitted dose curve; in most records, active means well fitted curve in the direction sought with a large enough effect; inconclusive means small, poorly fitted or top-dose-only effect, or another doubt; inactive means no such curve, though single readings can be large; an effect the other way counts as inactive or inconclusive. The list is partial, so the mix of outcomes need not match the whole.

SMILES | Vif-A3F inh | RGS4 inh | 12-LOX inh | D2 antag | ERG-DNA inh | Vif-APOBEC3G blk | LDHA block | GRP78 ERSR act | D2 agonist
O=C(c1cncc(Br)c1)N1CCc2ccccc2C1 | -6% | 19% | -5% | -9 | -7% | 3% | -7 | -3% | -1.1
COCCCNC(=O)c1cc(S(=O)(=O)NCCCN2CCCC2=O)ccc1Cl | 4% | -14% | i | . | . | 1% | -13 | -1% | .
O=C(Nc1ccc(COc2ccccc2)cc1)Nc1cccc(C(=O)O)c1 | -1% | 6% | 0% | . | 9% | -3% | -1 | -10% | .
Cc1nn(-c2ccccc2)c(OC(=O)c2ccc(Cl)cc2)c1S(=O)(=O)c1ccccc1 | -1% | -3% | -33% | . | 10% | 0% | 0 | -2% | 0.5
O=C(Nc1cccc(S(=O)(=O)N2CCCC2)c1)c1cc(-c2ccccn2)nc2ccccc12 | -6% | 12% | 0% | . | 5% | 0% | -2 | -4% | .
Cc1nc(Br)c(Br)c(C)c1Br | -1% | -10% | -3% | 12 | -2% | 0% | -18 | 0% | -0.4
Cc1ccc(C2=NN(C3=NN=C(N)Cc4ncnn43)C(O)(C(F)(F)F)C2)cc1 (configuration not stated) | -9% | 11% | 3% | -6 | -2% | -2% | 5 | 0% | 0.0
O=C(/C=C/c1cccs1)c1cc(Br)ccc1OC(=O)N1CCOCC1 | -12% | -28% | 0% | -5 | 6% | -11% | -4 | -11% | 1.7
O=C(Nc1ccc(F)cc1)OCCOc1ccc(Br)cc1 | -4% | 19% | 12% | -54 | 4% | -5% | -4 | -6% | -1.7
O=C(NC(O)C(=O)c1ccccc1)c1ccccn1 (configuration not stated) | ? | -16% | -23% | -9 | -16% | -1% | -4 | -4% | -1.9
COC(=O)Nc1nnc(COc2ccccc2)s1 | -18% | -6% | 1% | -9 | 9% | -1% | -3 | -3% | 0.2
CC(C(=O)NC1=NCCS1)(C(F)(F)F)C(F)(F)F | -3% | 22% | 0% | -1 | -8% | -1% | -7 | -2% | 0.8
COc1ccc(C2=CC(=O)OC3(CCCCC3)O2)cc1 | 2% | 3% | ? | 7 | -1% | -6% | -1 | 0% | 0.3
Cn1c(=O)c2c(nc(N3CCCCC3)n2C)n(C)c1=O | -1% | -4% | 17%&-25% | -10 | 0% | 0% | 6&-3 | -4% | -1.3
Cc1cc(C)c2c(N)c(C(=O)Nc3ccccc3Cl)sc2n1 | 6% | -27% | 8% | . | -13% | -1% | -1 | 2% | .
CC(=O)c1cccc(NCc2ccccc2-c2nnc(-c3ccccc3)o2)c1 | -6% | 13% | -25% | . | 0% | 2% | -3 | 2% | -0.2
Oc1ccccc1/C=N/n1c(COc2ccccc2)n[nH]c1=S | -41% | -43% | 20% | 3 | 28µM* | 5% | -4 | 0% | -0.7
O=C1OC2(c3ccccc3)C3CCCC2C13 | -5% | -1% | 0% | -3 | 1% | -2% | 1 | -2% | -0.3
COc1ccc(NS(=O)(=O)NC(=O)c2c[nH]c3ccccc23)cc1 | 13% | 17% | -6% | -8 | 0% | 3% | 4 | 0% | -0.2
CC(NC(=O)Cc1ccc(S(=O)(=O)N2CCOCC2)s1)c1ccc(Cl)c(Cl)c1 (configuration not stated) | -7% | -4% | ? | 4 | 9% | -8% | -2 | -3% | -0.8
C/C(=N\OC(=O)c1c(-c2c(F)cccc2Cl)noc1C)c1nccs1 | -9% | -9% | 12% | 7 | -10% | 1% | -1 | -3% | 0.3
O=C(O)CCN1C(=O)S/C(=C\c2cccnc2)C1=O | 2% | -14% | -12% | -50 | -6% | -1% | -5 | 3% | 0.1
COc1cc(S(=O)(=O)N2CCOCC2)ccc1N | 3% | 5% | 12% | 2 | -2% | 1% | -3 | 3% | -0.1
CCOc1cccc(NC(=O)Cn2nc(-c3ccc4c(c3)OCCO4)ccc2=O)c1 | -18% | 40% | -3% | 1 | 2% | -3% | -3 | -3% | 0.3
Cc1ccc(O)c(-c2cc(C(=O)NCc3ccccc3)[nH]n2)c1 | -14% | -10% | 0% | 3 | ? | -4% | -4 | 0% | 0.8
CCOC(=O)C1CCCN(Cc2c(C(=O)N3CCCCC3)nc3c(C)cccn23)C1 (configuration not stated) | -2% | -32% | -5% | -4 | -13% | 5% | 0 | 2% | 0.2
Cc1ccc(CN2CCN(C(=O)CCN3C(=O)c4ccccc4C3=O)CC2)cc1 | 5% | 21% | 17% | 14 | -6% | 4% | -6 | -3% | -0.6
Clc1ccc(OCc2nn3c(-c4ccco4)nnc3s2)c(Cl)c1 | -10% | ? | ? | . | 2% | -8% | -7 | -1% | .
Cc1ccc(S(=O)(=O)c2nc(-c3ccc(F)cc3)oc2SCC(=O)NCC2CCCO2)cc1 (configuration not stated) | 6% | -22% | -10% | -2 | 5% | 2% | -5 | -4% | -0.2
CN(C)CCN1C(=O)C2C(C(=O)Nc3cc(Cl)cc(Cl)c3)C3C=CC2(O3)C1C(=O)NC1CCCCC1 (configuration not stated) | -7% | -14% | 8% | -20 | -1% | -2% | -9 | -1% | 0.4
CC(C)C[C@H]1COCCS(=O)(=O)N1Cc1cccc(F)c1 | -3% | -19% | 5% | . | -9% | -7% | -2 | -2% | .
COc1cc(C(=O)Nc2cc(C)ccc2C)ccc1OCc1c(C)noc1C | -7% | 5% | -15% | . | 0% | -4% | -8 | -2% | .
O=C(CCCC1=NS(=O)(=O)c2ccccc2N1)Nc1ccccc1 | -1% | 16% | 37%[activator] | -10 | -11% | 0% | -5 | -1% | -0.6
Cc1ccc(SCc2ccc(C(=O)Nc3ccccc3C(=O)NC(C)C)cc2)cc1 | 2% | 13% | -12% | -10 | 1% | 0% | -4 | -4% | 0.4
CC(C)NC(=O)C1(C)CCN1C(=O)C/C=C/c1ccccc1 (configuration not stated) | . | . | 3% | . | . | 0% | -4 | 1% | .
CC(=O)NCCOC(=O)Nc1sc(=S)n(C)c1C | 5% | 6% | -45% | 23 | 13% | 2% | -11 | -4% | -0.1
CCN(CC)C(=O)CN1C(=O)c2cccc3cccc(c23)C1=O | -3% | 4% | -26% | 2 | 4% | 3% | 0 | 1% | 0.0
O=C(NCCN1CCOCC1)C(=O)NCC1OCCN1S(=O)(=O)c1ccc(Br)cc1 (configuration not stated) | 6% | 15% | -6% | 11 | -7% | 0% | -9 | -3% | 0.7
COCC(=O)Oc1c(S(=O)(=O)c2ccc(C)cc2)c(C)nn1C(C)(C)C | 1% | -16% | -10% | . | -8% | 0% | 0 | -6% | .
CCC(CC)C(=O)Nc1nnc(S(=O)(=O)N2CCc3ccccc32)s1 | -3%&2% | 10%&0% | -14%&-1% | 11 | 10%&-2% | 5%&3% | -2&-4 | -5%&-3% | 1.0&4.4
N/C(COc1cc(Cl)cc(Cl)c1)=N\O | -6% | -3% | -26% | 0 | -2% | -5% | 3 | 0% | 0.5
Cc1ccc(NC2c3ncccc3C(=O)N2C2CCCCC2)cc1 (configuration not stated) | -13% | -32% | -24% | 7 | 3% | 2% | -3 | -2% | -0.8
O=C(Nc1ccc(OC(F)F)c(Cl)c1)C(c1ccccc1)c1ccccc1 | ? | 5% | -22% | -4 | -7% | 3% | -2 | 0% | 18
CNC(=O)COc1coc(CN2CCN(c3cccc(Cl)c3)CC2)cc1=O | -10% | -7% | -6% | 9 | 7% | 1% | 1 | -4% | 1.2
CC(C)(C)NCCCCOc1ccccc1F | -4% | 42% | 3% | -15 | . | 1% | -1 | -3% | 1.5
COc1ccc(CCN(C)C(=O)CN2C(=O)NC3(CCCCC3C)C2=O)cc1OC (configuration not stated) | 13% | -13% | -4% | -15 | -14% | 0% | -5 | -5% | 0.4
Cn1cc(Cl)c(C(=O)OCC(=O)c2ccccc2)n1 | -7% | 0% | -13% | . | 9% | -5% | -8 | 2% | .
COc1cccc(/C=N/NC(=O)c2nc(-c3ccccc3)cc(-c3ccccc3)n2)c1O | -3% | -18% | -17% | -12 | 3% | -3% | -5 | -4% | -1.4
O=C(Nc1ccccc1F)C1CCCC1 | 5% | 15% | ? | . | -8% | 1% | -7 | -3% | .
CCOc1ccc(S(=O)(=O)NCCSCc2ccco2)cc1 | -9% | -25% | ? | 7 | . | -6% | 3 | -2% | -3.2
CCN1CCn2c3c(c4cccc(C)c42)CCCC31 (configuration not stated) | -7% | 24% | 0% | -1 | 8% | -5% | -6 | -1% | 15
